SMARCA2 act = activators of SMARCA2 function; MG213 cells, MMTV-luciferase reporter, dexamethasone, overnight; activation, % at 9.1 µM; 1% of 370,000 active; AID 652017; in the data active means activation above about 7.8%;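 further: 0% = vehicle wells and 100% = reference activator wells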
rCAG RNA binder = binds r(CAG) RNA repeats; AID 651821; 1.3% of 370,000 active; inhibition, % at 3 µM; r(CAG) RNA repeat, TO-PRO-1 dye displacement fluorescence;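 active means inhibition above the plate cutoff, the mean of all test compounds on that plate plus 3 SD, cut at about 35% in these data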;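 further: 0% = DMSO alone and 100% = 100 µM mitoxantrone as full dye displacement; higher means more dye released from RNA so lower well fluorescence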
PG9 Ab binder = binds the HIV-1 gp120 antibody PG9 | inhibition, % at 6.7 µM | 0.43% of 360,000 active | AID 624416 | TR-FRET gp120-PG9 antibody binding; in the data active means inhibition above about 8.5%
NR1D1 modulator = Rev-erb alpha (human) modulation | Rev-erbα–FITC-DNA binding, fluorescence polarization, 90 min | 0.79% of 370,000 active | AID 1259318 | P20393 | activity, % at 10 µM;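 active means activity above about 14%, limit read from the data; passing the limit was not always enough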;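 further: 0% = DMSO wells with 35 nM protein and 100% = DMSO wells with 750 nM protein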
HTRA1 inhibitor = inhibitors of human serine peptidase HTRA1; Q92743; recombinant HTRA1, FP-rhodamine activity-based probe, fluorescence polarization; inhibition, % at 5.96 µM; 0.5% of 340,000 active; AID 504803; in the data active means inhibition above about 36%;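 further: 0% = enzyme with DMSO and 100% = wells lacking enzyme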
ASAP1 inh = blocks human ASAP1-stimulated Arf1 GTP hydrolysis; Q9ULH1; GDP FP detection; inhibition, % at 16.5 µM; 0.19% of 360,000 active; in the data active means inhibition above about 25%;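 further: 0% = vehicle with enzyme and substrate and 100% = no enzyme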
ARFGAP1 inhibitor = inhibits rat ARF GTPase activating protein 1. Q62848. Arfgap1-stimulated ARF1 GTP hydrolysis, GDP FP detection. inhibition, % at 16.5 µM. 0.26% of 360,000 active. AID 651572;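 active means inhibition above a per-plate limit, mean inhibition of low control wells plus 3 SD, cut at about 25% in these data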;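 further: 0% = DMSO wells with enzyme and 100% = wells lacking Arfgap1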
Target sequence (Q62848 1-136 limits assumed): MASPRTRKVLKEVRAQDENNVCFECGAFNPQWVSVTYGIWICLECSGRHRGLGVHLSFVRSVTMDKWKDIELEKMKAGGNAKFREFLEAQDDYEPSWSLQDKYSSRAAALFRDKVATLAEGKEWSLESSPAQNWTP
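System: truncated rat Arfgap1 GAP domain / Benchmarks: high control wells lacking Arfgap1, low control full reaction with DMSO / Times: compound-enzyme preincubation 20 min, reaction 120 min, detection 60 min, 25 °C / Repeats: one replicate per compound / Also added: human ARF1(Δ1-17)-GTP substrate / Measured by: Tracer-displacement fluorescence polarization with EDTA stop, 620/688 nm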
NPR2 activator = GC-B (human) receptor activation | activation, % at 10 µM | HEK293-GC-B cells, CNP EC30, cGMP TR-FRET; 0% at EC30 CNP, 100% saturating CNP | 0.11% of 370,000 active | P20594;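 active means activation at 10 µM reaching about 35% in either raw or pattern-adjusted values, limit read from the data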
ABHD4 inh = ABHD4 (mouse) inhibition, primary FP screen; purified mABHD4, FP-Rh probe fluorescence polarization; inhibition, % at 8.92 µM; 0.54% of 370,000 active;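 active means inhibition exceeding the mean over every tested compound plus 3 SD, cut at about 30% in these data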;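 further: 0% = plate median of compound wells and 100% = S159A mutant with DMSO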
Target sequence (Q8VD66 whole entry, looked up): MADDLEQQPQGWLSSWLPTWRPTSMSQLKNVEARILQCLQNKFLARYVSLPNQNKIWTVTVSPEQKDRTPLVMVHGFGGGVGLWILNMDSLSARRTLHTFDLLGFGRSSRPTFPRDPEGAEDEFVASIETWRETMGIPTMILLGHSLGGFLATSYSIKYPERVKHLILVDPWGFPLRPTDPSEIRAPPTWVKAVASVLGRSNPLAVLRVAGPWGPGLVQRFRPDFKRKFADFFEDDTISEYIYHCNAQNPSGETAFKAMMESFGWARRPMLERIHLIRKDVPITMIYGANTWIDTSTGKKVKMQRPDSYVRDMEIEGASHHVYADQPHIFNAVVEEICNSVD
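Test system: mABHD4 protein; Read-out basis: % inhibition; Incubation: 45 min + 60 min at 25 °C; Repeats: single replicate; Technique: fluorescence polarization with parallel and perpendicular emission, 525/598 nm; Compound: 8.92 µM, single dose; Benchmarks: full inhibition S159A mutant plus DMSO, zero as sample-well median.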
GC-A act = GC-A (human) enzyme activation; P16066; HEK293 GC-A cells, cGMP TR-FRET, EC30 ANP; 0% at EC30 ANP, 100% saturating ANP; activation, % at 10 µM; 0.14% of 370,000 active; AID 1671463; in the data active means activation above about 40%
* hit, by the source's call; . = no result given. This is a random part of the collection; overall some 4.4% were active at least once.

The first 11 records, ahead of the listing:
SMILES	SMARCA2 act	rCAG RNA binder	PG9 Ab binder	NR1D1 modulator	HTRA1 inhibitor	ASAP1 inh	ARFGAP1 inhibitor	NPR2 activator	ABHD4 inh	GC-A act
Cc1noc(C)c1COC(=O)c1ccc2c(c1)OCCO2	-1.8	0.1	0.4	-6.2	-0.1	-13.6	2.5	-1.6	6.6	2.1
CC1=C(C(=O)OC(C)C)C(c2c(O)ccc3ccccc23)NC(=O)N1 (stereo unspecified)	-2.4	-1.0	-0.5	-2.4	-0.2	4.2	-2.1	2.5	10.2	1.2
COc1ccc(/C=C2\SC(N)=NC2=O)cc1	0.0	-0.2	-2.8	-0.8	-2.8	0.8	12.9	-3.1	7.0	9.3
Cc1cccc(C)c1OCc1cc(C(=O)N2CCN(c3ccc(F)cc3)CC2)no1	2.5	-2.3	-2.7	2.4	-9.2	14.9	12.2	-4.9	-1.1	-4.7
O=C1C2CC=CCC2C(=O)N1Nc1ccccc1 (stereo unspecified)	-3.3	-1.4	0.6	-3.0	3.9	-5.7	10.8	-7.2	2.0	-8.6
COc1cc(C)c(NC(=O)c2cccc(S(=O)(=O)N3CCCC3)c2)cc1OC	2.2	2.8	-0.1	3.7	4.6	4.1	11.7	-3.7	-4.2	-0.9
COc1ccc(C(=O)n2c(N)nc3ccccc32)cc1OC	3.4	4.5	0.1	-4.0	-0.9	-6.6	3.0	6.6	1.9	3.0
O=C(c1cccc(Cl)c1)N1CCC(=O)N([C@H](COCc2ccccc2)Cc2ccccc2)CC1	-6.3	2.0	0.8	6.8	.	10.3	-14.1	-9.2	-11.4	-12.1
Cc1cc(NC(=O)CCC(=O)N(Cc2ccccc2)C(C(=O)NC2CCCC2)c2ccc(C)o2)no1 (stereo unspecified)	-3.3	-5.3	-0.8	6.8	-16.4	3.5	-8.8	-7.5	0.1	-19.5
CC(CCc1ccccc1)NC(=O)c1nnc(Cc2ccc(Cl)cc2)o1 (stereo unspecified)	-2.9	0.5	1.2	-0.3	-13.5	1.9	2.1	-1.1	-5.5	-4.4
O=C(NCC1CC1)C1(S(=O)(=O)c2ccccc2)CC=CC1	0.2	0.3	-0.3	1.8	-1.3	-16.2	5.2	2.1	0.2	-0.1

Main list, from the start:
SMILES	SMARCA2 act	rCAG RNA binder	PG9 Ab binder	NR1D1 modulator	HTRA1 inhibitor	ASAP1 inh	ARFGAP1 inhibitor	NPR2 activator	ABHD4 inh	GC-A act
Cc1noc(C)c1COC(=O)c1ccc2c(c1)OCCO2	-1.8	0.1	0.4	-6.2	-0.1	-13.6	2.5	-1.6	6.6	2.1
CC1=C(C(=O)OC(C)C)C(c2c(O)ccc3ccccc23)NC(=O)N1 (stereo unspecified)	-2.4	-1.0	-0.5	-2.4	-0.2	4.2	-2.1	2.5	10.2	1.2
COc1ccc(/C=C2\SC(N)=NC2=O)cc1	0.0	-0.2	-2.8	-0.8	-2.8	0.8	12.9	-3.1	7.0	9.3
Cc1cccc(C)c1OCc1cc(C(=O)N2CCN(c3ccc(F)cc3)CC2)no1	2.5	-2.3	-2.7	2.4	-9.2	14.9	12.2	-4.9	-1.1	-4.7
O=C1C2CC=CCC2C(=O)N1Nc1ccccc1 (stereo unspecified)	-3.3	-1.4	0.6	-3.0	3.9	-5.7	10.8	-7.2	2.0	-8.6
COc1cc(C)c(NC(=O)c2cccc(S(=O)(=O)N3CCCC3)c2)cc1OC	2.2	2.8	-0.1	3.7	4.6	4.1	11.7	-3.7	-4.2	-0.9
COc1ccc(C(=O)n2c(N)nc3ccccc32)cc1OC	3.4	4.5	0.1	-4.0	-0.9	-6.6	3.0	6.6	1.9	3.0
O=C(c1cccc(Cl)c1)N1CCC(=O)N([C@H](COCc2ccccc2)Cc2ccccc2)CC1	-6.3	2.0	0.8	6.8	.	10.3	-14.1	-9.2	-11.4	-12.1
Cc1cc(NC(=O)CCC(=O)N(Cc2ccccc2)C(C(=O)NC2CCCC2)c2ccc(C)o2)no1 (stereo unspecified)	-3.3	-5.3	-0.8	6.8	-16.4	3.5	-8.8	-7.5	0.1	-19.5
CC(CCc1ccccc1)NC(=O)c1nnc(Cc2ccc(Cl)cc2)o1 (stereo unspecified)	-2.9	0.5	1.2	-0.3	-13.5	1.9	2.1	-1.1	-5.5	-4.4
O=C(NCC1CC1)C1(S(=O)(=O)c2ccccc2)CC=CC1	0.2	0.3	-0.3	1.8	-1.3	-16.2	5.2	2.1	0.2	-0.1
Cc1ccc(NC(=O)c2cc(S(=O)(=O)N3CCc4ccccc43)cn2C)cc1	-1.0	9.9	0.8	4.0	-20.1	-2.1	3.7	-21.8	-2.9	-33.8
O=C(Nc1ccnn1C1CCN(Cc2ccc(O)c(Cl)c2)CC1)C1CCCC1	-1.7	-2.1	-0.1	3.9	-7.4	1.8	-14.0	1.9	-4.3	1.4
CC(C)n1c(C(F)(F)F)nc2cc(C(=O)N3CCC(O)CC3)ccc21	-3.7	-3.7	-1.3	2.1	4.5	13.5	1.9	-3.7	1.4	2.8
CC(=O)Nc1ccc(NC2=CC(=O)CC(C)(C)C2)cc1	1.8	0.8	-2.0	-0.4	-1.2	4.0	6.7	2.6	-6.0	-2.3
N#CCC(=O)NC1CCC(CC2CCC(NC(=O)CC#N)CC2)CC1 (stereo unspecified)	-2.4	-0.1	0.7	0.7	-10.8	11.6	5.1	5.1	-8.7	1.3
COc1ccc(NC(=O)CC2C(=O)N(C)C(=S)N2Cc2ccncc2)cc1 (stereo unspecified)	-3.0	4.3	-0.1	2.1	4.5	-4.4	7.6	-1.3	-8.1	-1.0
O=c1n(S(=O)(=O)c2cccc3cccnc23)c2ccccc2n1S(=O)(=O)c1cccc2cccnc12	.	.	.	1.3	-6.7	.	.	1.4	.	-2.3
O=C(CNC(=O)C1COc2ccccc2O1)Nc1ccc(F)c(F)c1 (stereo unspecified)	1.5	1.7	-2.2	-0.6	-3.0	-3.0	4.5	-3.3	-4.7	5.4
C=CCn1c(-c2ccc(Cl)cc2)cnc1SC(C)C(=O)NC(N)=O (stereo unspecified)	-1.3	-3.5	-1.4	8.4	-2.3	-12.9	-1.5	-1.1	-3.5	-2.4
NC(=O)c1cc([N+](=O)[O-])ccc1NCc1ccc(N)cc1	-7.8	2.7	-0.8	2.1	3.5	-0.7	-6.1	11.9	15.5	4.3
C/C(=N/NC(=S)Nc1cccc(C)c1)c1cccc([N+](=O)[O-])c1	1.6	5.1	-3.0	-2.0	-11.9	11.9	8.8	-6.5	3.2	-7.2
CCc1nnc(NC(=O)C2CCCN2C(=O)Nc2ccc(C)cc2)s1 (stereo unspecified)	-3.2	-1.4	0.7	-1.9	-5.5	-3.2	-2.3	-2.7	-6.4	-7.4
CCC1CCC2(CC1)NC(CO)(CO)CO2 (stereo unspecified)	-2.4	0.5	1.6	-1.3	5.0	-0.7	2.8	-7.0	2.9	-1.2

Arranged by the number under GC-A act (descending): 3 from the list above
Compound	GC-A act
NC(=O)c1cc([N+](=O)[O-])ccc1NCc1ccc(N)cc1	4.3
C/C(=N/NC(=S)Nc1cccc(C)c1)c1cccc([N+](=O)[O-])c1	-7.2
CCc1nnc(NC(=O)C2CCCN2C(=O)Nc2ccc(C)cc2)s1 (stereo unspecified)	-7.4

Source: PubChem BioAssay
